High-throughput results as filed in PubChem BioAssay.
IkB sig inh: suppresses IkB signaling in ABC-DLBCL reporter cells; ABC-DLBCL IkBa-CBG/CBR dual luciferase ratio, 4 h; response scale: scaled: untreated 0%, proteasome inhibitor 100%; Potency, µM (series often up to 57.1 µM), inactives show at the highest dose IkBa stabilization activation; 0.04% of 110,000 active; AID 445; active means well fitted curve in the direction sought with a large enough effect in the signal ratio, not every such curve was filed as active; inconclusive means small, poorly fitted or top-dose-only effect, or a change in a side signal; the % refers to the signal ratio;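 further: the direction sought is a rising ratio; 0% = basal untreated cells and 100% = reference inhibitor full response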
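Luminescence ratio of IκBα-fused green versus native red beetle luciferase in OCI-Ly3 cells, 4 h post-doxycycline with compound; red signal alone, scaled from basal (0%) to zero light (-100%), flagged nonspecific or cytotoxic effects.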
p53ts 39C tox: p53ts cell cytotoxicity, nonpermissive temperature. H1299-p53A138V viability at 39C, ATP luminescence, 24 h. Potency, µM (doses to about 46.1 µM), inactives show at the top dose activity change, negative = cell killing, actives largely listed as cytotoxic. 1.5% of 130,000 active; further: nearly all actives have a fitted effect of over 55% in size
Imprint erasure: genomic imprint erasure induction; mouse ES Peg3-LacZ reporter, beta-gal luminescence, 40 h; Potency, µM (top dose mostly 60.7 µM), for the others: at the highest dose activity change, positive = activation, hits mostly activators; 0.02% of 110,000 active; AID 1948;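 further: 0% = negative control wells on the plate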
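Each well holds 300 Peg3LacZ-Neo (maternal) female ES cells incubated 40 h at 37C, 5% CO2. LacZ is measured by BetaGlo luminescence, with AC50 and maximum efficacy derived from dose-response curves.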
p53ts 32C tox: kills p53ts cells at the permissive temperature. 0.93% of 130,000 active. H1299-p53A138V at 32C, ATP luminescence viability, 24 h. Potency, µM (series often up to 46.1 µM), for the others: top-dose activity change, negative = cytotoxicity, most hits filed as cytotoxic. AID 924;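 further: 0% = DMSO and -100% = full killing by reference compound; nearly all actives have a fitted effect of over 55% in size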
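ATP-content luminescence (ATPlite) read-out after 24 h compound exposure at 32C in H1299-p53A138V cells (600/well). Tested up to 46 uM. Normalized to DMSO (0%) and 100 uM tamoxifen (100% killing); Hill-fit AC50.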
* hit, by the source's call; ? = inconclusive; nt = not tested or not shown; [ ] = remark or other dose. Unless noted, the call rests on the fitted dose curve; in most records, active means well fitted curve in the direction sought with a large enough effect; inconclusive means small, poorly fitted or top-dose-only effect, or another doubt; inactive means no such curve, though single readings can be large; an effect the other way counts as inactive or inconclusive. Unless noted, on the % scale 0 is the no-effect control and ±100 the full control effect; potency means the concentration at half of the fitted maximal effect. Hits appear at their usual frequency (roughly 1.7% active in at least one column).

SMILES	IkB sig inh	p53ts 39C tox	Imprint erasure	p53ts 32C tox
Cc1cc(C)n(-c2nnc(C)n2/N=C/c2cc(Br)ccc2OCc2ccccc2)n1	?	?	-31%[inhibitor]	?
CCN1c2ccccc2-c2nc(SCC(=O)Nc3c(C)cc(C)cc3C)ncc2S1(=O)=O	-0.6%	1%	-10%[10.9 µM]	14%
CCOC(=O)c1c2n(c3c(NCc4ccccc4)ncnc13)CCCC2	-1.2%	-3%	-11%	-2%
CN(C)c1ncnc2c1ncn2CCn1cnc2c(N(C)C)ncnc21	1.9%[11.4 µM]	14%[9.22 µM]	-4%[10.9 µM]	6%[9.22 µM]
CC(C)Sc1oc(-c2ccco2)nc1S(=O)(=O)c1ccc(F)cc1	7.3%	-8%	-10%	4%
O=C(O)Cc1ccccc1C(=O)O	-1.8%	-7%	2%	-1%
COc1ccc(Cl)cc1S(=O)(=O)N1CCN(C(=O)COc2ccccc2)CC1	-1.0%	-2%	-11%	-3%
CCC(Sc1ncccc1C(=O)O)C(=O)N1CCOCC1 (stereo unspecified)	0.6%	-2%	-12%	-8%
CC(=O)OC1CCC2(C)C3=C(CCC2C1(C)C)[C@@]1(C)CCC(C(C)CCC=C(C)C)[C@@]1(C)CC3 (stereo partly specified)	nt	-18%	-7%	1%
O=C(CCC1N=C2c3ccccc3N=C(SCc3ccccc3F)N2C1=O)NC1CCCCC1 (stereo unspecified)	1.4%	-20%	-4%[10.9 µM]	10%
Cc1cccc(OC(=O)c2cc(-c3ccc4c(c3)OCCO4)on2)c1C	0.5%	?	-12%[10.9 µM]	20µM*
COc1nnc(-c2ccc(C(=O)N3C[C@@H]4C[C@H](C3)c3cccc(=O)n3C4)cc2)c2ccccc12	-0.5%	12%	-12%	5%
CCOC(=O)C1CCCN(c2ccc(NC(=O)c3snc4c(=O)[nH]cnc34)cc2)C1 (stereo unspecified)	0.1%	-6%	-13%	8%
CCCCSc1nnc([C@H](CC(C)C)NC(=O)OC(C)(C)C)o1	6.5%	2%	-14%	12%
CCCn1c(SCC(=O)Nc2ccccc2CC)nnc1C(C)C	0.5%	5%	-3%	-2%
CCc1cccc(N2C(=O)CS(=O)(=O)C23C(=O)N(Cc2ccccc2)c2ccc(C)cc23)c1 (stereo unspecified)	?	13%	-2%[10.9 µM]	1%
N#CCCN1CCN(S(=O)(=O)c2ccc(S(=O)(=O)NC3CC3)cc2)CC1	0.9%	7%	0%	-1%
O=c1oc2ccc3ccccc3c2cc1-c1nnc(Nc2ccccc2)s1	0.3%	0%	24%[10.9 µM]	8%
COc1ccc(CCNC(=O)c2ccc3c(c2)N(Cc2ccc(Cl)cc2)CCS3)c(OC)c1	?	-21%	-12%[10.9 µM]	8%
CCOC(=O)c1cccc(Nc2nc(C)cc(C)n2)c1	-2.3%	8%	-16%	2%
COc1ccc(OC)c(NC(=O)c2noc3c2CCCC3)c1	?	-16%	-13%[10.9 µM]	-15%
O=C(CCn1c(=S)[nH]c2ccccc2c1=O)N1CCN(c2ccccn2)CC1	3.3%	2%	-2%	4%
COC(=O)c1ccc(NC(=O)C2CCCN(S(=O)(=O)c3cnc[nH]3)C2)cc1 (stereo unspecified)	7.5%	-5%	-10%	2%
Cc1cc2oc(C(=O)Nc3sc4c(c3C(=O)NCc3ccccc3)CCCC4)cc(=O)c2cc1C	-1.0%	3%	-8%[10.9 µM]	4%

The list goes on (three carried over from the part before).
SMILES	IkB sig inh	p53ts 39C tox	Imprint erasure	p53ts 32C tox
O=C(CCn1c(=S)[nH]c2ccccc2c1=O)N1CCN(c2ccccn2)CC1	3.3%	2%	-2%	4%
COC(=O)c1ccc(NC(=O)C2CCCN(S(=O)(=O)c3cnc[nH]3)C2)cc1 (stereo unspecified)	7.5%	-5%	-10%	2%
Cc1cc2oc(C(=O)Nc3sc4c(c3C(=O)NCc3ccccc3)CCCC4)cc(=O)c2cc1C	-1.0%	3%	-8%[10.9 µM]	4%
CCOC(=O)C1=C(C)Nc2ncnn2C1c1ccc(N(C)C)cc1 (stereo unspecified)	0.1%	6%	-2%	4%
CN1CCN(C(=O)c2c(O)c3cccc4c3n(c2=O)CCC4)CC1	0.6%	5%	-3%	1%
O=S(=O)(NCc1ccc2c(c1)OCO2)c1cccc2nsnc12	-1.1%	23%	28%	2%
Cc1ccc(CN2C(=O)CCC2C(=O)NCCCN2CCCC(C)C2)cc1 (stereo unspecified)	-0.9%	-6%	-17%	-3%
COc1ccc(Cc2nn3c(-c4cc(OC)c(OC)c(OC)c4)nnc3s2)cc1	?	-5%	-14%	17%
Cc1ccccc1-c1ccnc2[nH]n(-c3ccccc3)c(=O)c12	?	4%	-7%[10.9 µM]	-12%
CC1(O)CC2C(CC1O)C2(C)C (stereo unspecified)	nt	11%	-7%	-2%
COC(=O)c1[nH]c2cc(OC)c(OC)cc2c1NC(=O)c1cccc(OC)c1	2.1%	?	-11%	?
COc1ccc(C(=O)Cn2nnc(-c3ccccc3NC(=O)c3ccco3)n2)cc1	?	-13%	-9%	-2%
CC(=O)NCc1ccc(C(=O)CSc2nnc(-c3ccncc3)n2Cc2ccccc2)o1	0.2%	-12%	1%	-11%
O=C(Nc1ccc2oc(-c3ccc(Cl)cc3)nc2c1)c1ccc2ccccc2c1	2.1%	16%	-7%[10.9 µM]	-4%
CCOC(=O)c1c(NC(=O)C2COc3ccccc3O2)sc(C)c1C (stereo unspecified)	nt	3%	nt	-12%

Single records, from the list above. Screens in order: IkB sig inh, p53ts 39C tox, Imprint erasure, p53ts 32C tox
Entry for `COC(=O)c1[nH]c2cc(OC)c(OC)cc2c1NC(=O)c1cccc(OC)c1` → 2.1%, ?, -11%, ?
Entry for `COc1ccc(C(=O)Cn2nnc(-c3ccccc3NC(=O)c3ccco3)n2)cc1` → ?, -13%, -9%, -2%
Entry for `CCOC(=O)C1=C(C)Nc2ncnn2C1c1ccc(N(C)C)cc1` (stereo unspecified) → 0.1%, 6%, -2%, 4%
Entry for `Cc1ccccc1-c1ccnc2[nH]n(-c3ccccc3)c(=O)c12` → ?, 4%, -7%[10.9 µM], -12%
Entry for `O=S(=O)(NCc1ccc2c(c1)OCO2)c1cccc2nsnc12` → -1.1%, 23%, 28%, 2%

Continuation:
SMILES	IkB sig inh	p53ts 39C tox	Imprint erasure	p53ts 32C tox
Cc1cc(NC(=O)CSc2nc(-c3cccs3)cc(C(F)(F)F)n2)no1	0.7%	-24%	-20%	3%
COc1ccc(CC(=O)Nc2ccc3c(c2)OCO3)cc1S(=O)(=O)N1CCOCC1	0.6%	3%	-8%	5%
N#CCCN1CCN(Cc2cc(-c3ccccc3)ccc2O)CC1	2.6%	-2%	-12%	-2%
CCOC(=O)c1c(C)c(C(=O)N2CCc3ccccc3C2)c(C)n1CC	3.1%	7%	0%	13%
O=C(CS(=O)(=O)c1ccccc1)N1CCCCCC1	-1.6%	-7%	-24%	-7%
CC(C)(C)OC(=O)NC(CCCCNC=O)C(=O)O (stereo unspecified)	0.3%	10%	2%	4%
CC1CC(C)CN(c2oc(-c3ccccc3Cl)nc2C#N)C1 (stereo unspecified)	-1.6%	-4%	1%	0%
CCc1ccc(C(C(=O)NCCOC)N(C(=O)Cn2nnc3ccccc32)c2cccnc2)cc1 (stereo unspecified)	nt	11%	nt	0%
c1ccc(CSc2nnc3c4ccccc4c4ccccc4c3n2)cc1	3.6%[11.4 µM]	-1%[9.22 µM]	-3%[10.9 µM]	-4%[9.22 µM]
Cc1ccc(N(CC(N)=O)C2SC(=O)NC2=O)cc1 (stereo unspecified)	1.0%	10%	8%	-9%
CCCOc1cccc(C(=O)Nc2nnn(CCC)n2)c1	1.2%	-3%	-15%	-1%
COc1cc(C2=Nc3c(c(C)nn3-c3ccccc3)P(=O)(N3CCOCC3)O2)cc(OC)c1OC (stereo unspecified)	-0.2%	2%	-1%	2%
CC(=O)NC(CCS(C)(=O)=O)C(=O)Nc1cccc(C)c1 (stereo unspecified)	1.9%	-2%	-8%	15%
COc1ccc(C2CC(=O)c3cc(-c4nc(-c5cccc([N+](=O)[O-])c5)cs4)c(=O)n(-c4ccc(F)cc4)c3C2)cc1 (stereo unspecified)	0.6%	23%	-3%[10.9 µM]	6%
Cc1cc(C)c(/C=C2/C(=O)Nc3ccccc32)[nH]1	-12%	?	nt	20%
CC(C)c1cccc2nc3c(c([Si](C)(C)C(C)(C)C)c12)Cn1c-3cccc1=O	nt	-9%	-1%	0%
Cc1ccc(N2C(=O)[C@@H]3Cc4ccccc4CN3C2=O)cc1	-2.0%	-2%	-13%	2%
COc1ccc(-c2nc(N)n(C(C)=O)n2)cc1	-0.2%	-16%	24%	-16%
O=C(Cn1nnc(-c2ccc(Cl)cc2)n1)NCC1CCCCC1	1.0%	-9%	-7%	4%
CCOC(=O)C(CC)n1nc(C)n2c(cc3sccc32)c1=O (stereo unspecified)	-4.9%	-3%	18%	4%
CCOC(=O)C1CCCN(Cc2c(F)cccc2Cl)C1 (stereo unspecified)	-0.1%	0%	-4%	5%
COc1cccc(CN(Cc2ccco2)C(c2ccc(F)cc2)c2nnnn2C(C)(C)C)c1 (stereo unspecified)	0.5%	0%	-17%	2%
CCOC(=O)C(NCCCO)c1ccccc1 (stereo unspecified)	-0.6%	-2%	-2%	-1%
COc1ccccc1N1CCN(C(=O)COc2ccc(Cl)cc2Br)CC1	?	-8%	-12%	13%
COc1ccccc1-c1ccc2ncnc(N(C)Cc3ccco3)c2c1	11%[11.4 µM]	-18%	-31%[inhibitor]	4%
CN(C)CCCNC(=O)CCC1CCCCC1	1.9%	10%	-13%	1%
CCOC(=O)N1CCN(C(c2ccccc2)c2sc3nc(C)nn3c2O)CC1 (stereo unspecified)	nt	-5%	nt	8%
CCCC/C=C/C(NC(=O)c1ccccc1)c1ccccc1 (stereo unspecified)	nt	6%	-15%	13%
COC(=O)c1ccc(CC(=O)c2c(C)cc(O)cc2O)o1	3.0%	6%	-7%	-8%
COc1cc(Cl)c(NC(=O)C(NS(=O)(=O)c2cccs2)C(C)C)c(OC)c1 (stereo unspecified)	0.4%	-4%	-5%[10.9 µM]	-9%
Cc1cc(N2CCN(C)CC2)nc(N2CCOCC2)n1	0.3%	0%	12%	6%
N#Cc1nc(-c2ccccc2Cl)oc1NCc1ccco1	0.0%	-12%	5%	-16%
COc1ccc(C(CC(=O)Nc2ccc(F)c(Cl)c2)N2Cc3ccccc3C2=O)cc1OC (stereo unspecified)	?	-12%	4%[10.9 µM]	1%
O=C1CC(N2CCN(CCc3ccccn3)CC2)C(=O)N1c1ccc(Cl)cc1 (stereo unspecified)	-1.7%	-4%	3%	5%
CCC(=O)Nc1cc(-c2nn(C)c(=O)c3ccccc23)ccc1OC	1.2%	7%	-13%	4%
Nc1nnc(Cc2c[nH]c3ccccc23)s1	4.8%	-11%	-4%	-6%
O=C1CC(=O)Nc2cc(S(=O)(=O)N3CCOc4ccc(Cl)cc43)ccc2N1	?	12%	-6%[10.9 µM]	12%
O=C(NCc1ccc(Cl)cc1)c1cccnc1	-1.0%	10%	-6%	6%
COc1cc(NC(=O)c2ccc(C)cc2)ccc1NC(=O)c1cc2ccccc2o1	2.4%	11%	-3%[10.9 µM]	1%
Cc1cnc(N)c2c(=O)oc3ccccc3c12	-0.4%	11%	-5%	-6%
CC(C)OC(=O)CCCCCN1C(=O)CSC1=S	4.0%	7%	-13%	-1%
COc1cc(-c2ccno2)ccc1S(=O)(=O)N1CCN(c2ccc(F)cc2)CC1	0.9%	-21%	10%[10.9 µM]	-9%
CCOc1ccc(C(=O)Nc2ccc(-c3nc4cc(C)ccc4o3)cc2)cc1	-0.6%	-23%	-9%[10.9 µM]	-7%
CN(C)C(=O)N1CCCC(C(=O)NCc2cccs2)C1 (stereo unspecified)	0.1%	-18%	2%	-11%
CCn1cc2nc(SCC(=O)Nc3ccccc3F)n(Cc3ccc(C)cc3)c(=O)c2n1	?	-9%	-9%[10.9 µM]	13%
Cc1ccccc1-n1c(SCC(=O)N2CCCC2)nnc1-c1ccccn1	-0.4%	4%	-6%	6%
Cc1cccc(N2CCN(c3nc4ccccc4n4cnnc34)CC2)c1C	5.7%	-3%	6%	-2%

Results in p53ts 32C tox, p53ts 39C tox and IkB sig inh, for some of the entries so far:
Structure | p53ts 32C tox | p53ts 39C tox | IkB sig inh
O=C1CC(=O)Nc2cc(S(=O)(=O)N3CCOc4ccc(Cl)cc43)ccc2N1 | 12% | 12% | ?
O=C(NCc1ccc(Cl)cc1)c1cccnc1 | 6% | 10% | -1.0%
